# Screening data (PubChem BioAssay)
# PDI turbidity: inhibitors of human protein disulfide isomerase. PDI insulin aggregation turbidity, A650, 90 min. inhibition, % at 10 µM. 0.052% of 350,000 active. AID 588391;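 active = mean inhibition across replicates of 30% or more, whatever share of single replicates reach that level; inconclusive = mean inhibition below 30% while every single replicate reaches 30%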;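 also: absorbance from insulin aggregation driven by PDI reduction with DTT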
# Target sequence (P07237 whole entry, looked up): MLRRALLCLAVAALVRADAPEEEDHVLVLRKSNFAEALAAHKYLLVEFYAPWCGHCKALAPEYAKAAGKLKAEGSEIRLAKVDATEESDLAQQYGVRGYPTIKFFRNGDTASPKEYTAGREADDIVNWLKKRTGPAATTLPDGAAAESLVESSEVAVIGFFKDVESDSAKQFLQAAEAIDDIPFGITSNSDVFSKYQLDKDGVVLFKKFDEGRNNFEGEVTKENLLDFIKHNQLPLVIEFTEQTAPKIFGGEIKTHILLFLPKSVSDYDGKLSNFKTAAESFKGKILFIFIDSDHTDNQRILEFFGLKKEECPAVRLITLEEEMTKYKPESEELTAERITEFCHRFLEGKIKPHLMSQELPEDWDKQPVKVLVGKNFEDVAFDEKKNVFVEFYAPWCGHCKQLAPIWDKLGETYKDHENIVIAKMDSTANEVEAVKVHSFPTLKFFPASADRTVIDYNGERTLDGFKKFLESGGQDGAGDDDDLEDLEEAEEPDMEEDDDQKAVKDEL
# ABCB6 inh MLPCN: human ABCB6 transporter inhibition | Q9NP58 | K562-ABCB6 porphyrin accumulation, flow cytometry, 1 h; active compounds read low | AID 602162 | fluorescence ratio to DMSO, % at 10 µM | 0.19% of 360,000 active;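 active = fluorescence ratio to DMSO below 75%, the collection mean minus 3 SD; inconclusive = too few cells collected in the well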;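 also: signal is porphyrin accumulated inside mitochondria; 100% equals median channel fluorescence of DMSO control wells; lower ratio means ABCB6 inhibition with less porphyrin fluorescence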
# aDG glyco up: increases alpha dystroglycan glycosylation; Pro5-aDG cells, alpha-DG glycosylation AlphaScreen (IIH6); 0% Pro5, 100% B10-LARGE cell signal; activation, % at 10 µM; 0.22% of 360,000 active;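 active = activation of at least 8% versus controls, or a plate z-score of at least 8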;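 also: Pro5 are CHO cells carrying HIG-tagged alpha-DG that lacks glycosylation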
# HTR2A ag: agonists of mouse serotonin 5-HT2A receptor (HTR2A); P35363; CHO-K1 mHTR2A beta-arrestin complementation, luminescence; percent of 30 µM serotonin response; activation, % at 7.6 µM; 0.66% of 360,000 active; AID 624169;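 active = activation above a run cutoff, the mean activation of all tested compounds plus 3 SD, cut at about 14% in these data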;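 also: 0% = plate median of compound wells and 100% = 30 µM serotonin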
# Target sequence (P35363 whole entry, looked up): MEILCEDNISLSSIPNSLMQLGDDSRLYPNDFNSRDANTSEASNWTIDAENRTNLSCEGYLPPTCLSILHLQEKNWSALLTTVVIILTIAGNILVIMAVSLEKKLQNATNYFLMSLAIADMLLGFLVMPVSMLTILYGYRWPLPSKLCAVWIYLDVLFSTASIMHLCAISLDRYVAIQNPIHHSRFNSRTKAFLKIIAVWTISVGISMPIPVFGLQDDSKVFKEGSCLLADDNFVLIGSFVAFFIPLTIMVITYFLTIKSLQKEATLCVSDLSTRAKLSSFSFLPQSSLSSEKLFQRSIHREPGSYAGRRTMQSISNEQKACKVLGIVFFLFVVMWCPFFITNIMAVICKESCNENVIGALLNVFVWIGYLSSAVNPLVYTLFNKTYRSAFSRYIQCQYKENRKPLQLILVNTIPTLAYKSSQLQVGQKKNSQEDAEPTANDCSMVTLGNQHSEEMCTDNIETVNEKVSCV
# CaV13 FRET inh: Primary screen for inhibitors of IQ motif and Ca2+-dependent inactivation inhibitor domain binding in CACNA1D, Förster resonance energy transfer in living cells, …; HEK cells, CFP/YFP FRET ICDI-IQ, plate reader, 10 min; percent FRET-ratio fall versus neutral wells; inhibition, % at 12.3 µM; 0.098% of 340,000 active; AID 743397;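 active = mean replicate inhibition of at least 30% and at least 1% of replicates passing that level; inconclusive = only one of the two criteria is met; inactive = neither criterion is met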;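 also: 0% = median of the neutral control wells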
# Exocytosis inh: lytic granule exocytosis inhibition. TALL-104 LAMP-1 surface exposure, flow cytometry; cells stimulated with thapsigargin and PMA. inhibition, % at 10 µM. 0.66% of 360,000 active;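 active = inhibition above about 55%, limit read from the data; inconclusive = no clear call, values can overlap the other calls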
# Vif inh: HIV Vif inhibition; HEK293T cells, Vif self-association by quenched fluorescence, imaging, 24 h; inhibition, % at 7.49 µM; 0.35% of 340,000 active; AID 602346; in the data active = inhibition above about 50%, passing the limit was not always enough; inconclusive = no clear call, values can overlap the other calls; inactive = below about 31%; also: some results filed as inactive read as strong as hits
# Cardio protect: myocardial damage modulation in H9c2 cells; H9c2 cardiomyocytes, H2O2 injury protection, ATPLite, 2 h; protection from H2O2 cell death, % at 20 µM; 0.63% of 360,000 active; AID 588492;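 active = compounds giving at least 50% protection of heart cells from peroxide-induced death in the single-dose screen, raw or plate-pattern-corrected value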;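 also: 0% = DMSO wells with peroxide and 100% = DMSO wells without peroxide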
# hiPSC survival: enhancers of human iPSC single-cell survival. hiPSC single-cell survival, ATPlite luminescence; 100% = ROCK inhibitor wells, 0% = DMSO. survival enhancement, % at 20 µM. 0.044% of 360,000 active. AID 602274; in the data active = survival enhancement above about 18%;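 also: cells exposed to compounds for 16 hours before the ATP read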
# Glyco luc inh: N-linked glycosylation inhibition; AID 588692; 0.23% of 360,000 active; reporter increase, % at 12.5 µM; D54 ERlucT glycosylation luciferase reporter, 24 h; percent of 100 nM tunicamycin response;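 active = mean luciferase reporter signal, scaled so untreated is 0 and the glycosylation-blocking control 100, at or above a set limit in every replicate; inconclusive = mean reaches the limit but not every replicate does; inactive = mean below the limit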;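 also: luciferase carries N-glycosylation sites so blocking glycosylation raises the light; 0% = median of neutral control wells and 100% = median of 100 nM tunicamycin wells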
# Numbers without * were called inactive; ? = inconclusive; . = no result given.
SMILES,PDI turbidity,ABCB6 inh MLPCN,aDG glyco up,HTR2A ag,CaV13 FRET inh,Exocytosis inh,Vif inh,Cardio protect,hiPSC survival,Glyco luc inh
Cc1ccc(NC2CCCN(C(=O)CN3C(=O)c4ccccc4C3=O)C2)cc1C (stereo unspecified),3,100,0.2,2,-8,-6,-4,6,-0.4,4
CC1=C(C(=O)N(C)C)C(c2ccc(C)s2)NC(=S)N1 (stereo unspecified),-2,100,0.1,3,-20,4,-4,2,5.0,1
CC12CCCCC1N(O)C(=O)C(=O)N2O (stereo unspecified),2,98,-0.2,2,-5,-3,-2,6,-0.5,0
O=C(NC1CC2CCCC(C1)N2C(=S)Nc1ccc(Cl)cc1)C1CC1 (stereo unspecified),-4,93,0.1,0,-2,-11,7,-3,-0.4,-1
Cc1cccc(C)c1NC(=O)c1ccc(CN2CCc3ccccc3C2)cc1,-3,90,-0.1,-6,.,-2,-7,5,0.2,-3
COc1ccccc1NC(=S)Nc1ccccn1,5,99,0.2,2,-6,1,-2,0,-0.7,0
CSc1nc(C(=O)N2CCCC(N3CCN(c4ccccc4C)CC3)C2)cs1 (stereo unspecified),-3,102,0.1,-12,-3,0,2,-4,-0.4,-3
Cc1ccc(C)c(S(=O)(=O)c2c(C)cc(C)[nH]c2=O)c1,-3,99,0.0,1,-5,-1,-2,0,-0.4,0
Cc1nnc2sc(-c3csc4c3CCCC4)nn12,1,100,-0.2,3,-5,-4,1,9,5.6,3
Cc1cc(NCCCO)n2nc(-c3cccs3)cc2n1,2,103,0.0,-4,-5,-1,12,7,-2.6,5
CCOc1ccc(CCNC(=O)c2cccc(-n3cnnn3)c2)cc1OCC,-1,93,0.3,1,-5,5,3,-3,-0.3,0
Cc1ccc(NC(=O)N2CCN(Cc3ccc4c(c3)OCO4)CC2)cc1,-5,98,0.0,-1,-9,-1,-1,-8,1.1,2
COc1cc(CSC)nc(-c2ccccc2)n1,-3,93,0.0,9,-2,0,1,2,1.3,0
O=C(Nc1cccc2c1[nH]c1ccccc12)C(F)(F)F,2,107,0.3,-4,.,-4,8,-5,0.2,-3
Cc1nc(C)n(CC(O)COc2ccc(C(=O)c3ccccc3)cc2)n1 (stereo unspecified),6,101,0.1,-3,-5,0,-5,-3,0.3,0
COc1cc(C(C)=O)ccc1OCC(=O)c1cc(C)n(C2CC2)c1C,-6,101,-0.3,3,-4,2,0,-1,-1.4,3
O=C(c1ccccc1)c1c[nH]c(C(=O)NCCCn2ccnc2)c1,4,92,-0.3,-2,.,-1,6,-3,1.7,-2
CC(C)c1ccc(CN2CCC2(C)C(=O)Nc2cccc(Oc3ccccc3)c2)cc1 (stereo unspecified),0,96,-0.1,2,-6,2,-2,-12,-1.9,-6
Cc1ccc(C(=O)Nc2ccc3c(c2)OCO3)cc1S(=O)(=O)N1CCCCC1,-4,112,0.8,2,-7,0,3,-11,-1.0,-7
O=C(/C=C/c1ccc(F)cc1)NC(=S)N1CCCCC1c1cccnc1 (stereo unspecified),-3,95,-0.1,5,-19,1,-6,-12,1.1,1
O=C(NN=Cc1cccc(O)c1O)c1ccccc1,.,94,0.4,-4,-9,5,1,-7,0.0,-7
COc1ccc(NC(=O)CN(C)C(=O)c2ccc(N3CCCCC3)c([N+](=O)[O-])c2)cc1,1,94,-0.1,2,-16,-8,.,-1,-0.1,2
Cc1ccc(NC(=O)COC(=O)C2(C)CC2(Cl)Cl)cc1S(=O)(=O)N1CCOCC1 (stereo unspecified),-3,94,0.2,4,-6,-10,-2,5,-0.3,0
CCc1ccc(CN2CCC(C(=O)Nc3ccc(Oc4ccccc4)nc3)CC2)o1,2,101,0.8,-13,-14,4,-11,-2,0.4,0
Cc1ccc(CNC(=O)C2COc3ccccc3O2)cc1 (stereo unspecified),2,95,0.0,-3,-4,-2,10,-5,-0.7,3
CNC(=O)C1CCN(S(=O)(=O)c2c(C)noc2/C=C/c2ccc(OC)cc2)CC1,.,97,0.3,20*,-6,-2,.,4,0.3,-1
CCc1ccc(N2C(=O)CC(N3CCN(Cc4ccc5c(c4)OCO5)CC3)C2=O)cc1 (stereo unspecified),-3,89,-0.3,0,7,4,3,3,1.2,-2
OCCCNc1nc(-c2ccc(Cl)cc2)nnc1-c1ccc(Br)cc1,12,96,0.1,-4,-15,4,-10,-4,-0.4,4
O=C(O)COc1ccc(F)cc1Br,4,97,0.1,2,-4,0,-6,5,-0.3,1
Cc1ccc(COn2nnc3ccc(S(=O)(=O)N4CCOCC4)cc32)cc1,11,95,-0.2,4,-7,22,-4,-2,0.4,-1

# Rewritten with two lines to a compound: 3 of the compounds above.
# Each structure is followed by: PDI turbidity	ABCB6 inh MLPCN	aDG glyco up	HTR2A ag	CaV13 FRET inh	Exocytosis inh	Vif inh	Cardio protect	hiPSC survival	Glyco luc inh
- OCCCNc1nc(-c2ccc(Cl)cc2)nnc1-c1ccc(Br)cc1
 : 12	96	0.1	-4	-15	4	-10	-4	-0.4	4
- O=C(c1ccccc1)c1c[nH]c(C(=O)NCCCn2ccnc2)c1
 : 4	92	-0.3	-2	.	-1	6	-3	1.7	-2
- Cc1ccc(NC(=O)COC(=O)C2(C)CC2(Cl)Cl)cc1S(=O)(=O)N1CCOCC1 (stereo unspecified)
 : -3	94	0.2	4	-6	-10	-2	5	-0.3	0

# (continued)
SMILES,PDI turbidity,ABCB6 inh MLPCN,aDG glyco up,HTR2A ag,CaV13 FRET inh,Exocytosis inh,Vif inh,Cardio protect,hiPSC survival,Glyco luc inh
CC(=O)NS(=O)(=O)c1ccc(NC(=O)c2cccc(OCc3c(C)noc3C)c2)cc1,2,98,-0.1,-2,-14,1,-2,2,-0.7,1
O=C(Nc1ccc(-n2cnnn2)cc1)C1CCC1,10,94,0.0,3,-7,-2,?,-7,-0.7,-1
CC(=O)Nc1ccc(S(=O)(=O)NC2(C(F)(F)F)NC(=O)N(c3ccc(Cl)cc3)C2=O)cc1 (stereo unspecified),-16,100,-0.3,13,-9,-1,14,16,-1.7,3
O=C(COc1ncnc2ccccc12)Nc1ccc(S(=O)(=O)N2CCOCC2)cc1,3,92,0.0,4,-5,-2,-4,-3,-0.4,0
Cc1cc(C)n(C(=O)c2ccc(S(=O)(=O)N3CCOCC3)cc2)n1,-5,99,-0.2,5,-4,6,-1,3,0.6,0
O=C(NCc1ccco1)c1ccc(Cn2c(=O)c3sccc3n(Cc3ccc(F)cc3)c2=O)cc1,-2,98,-0.1,-7,-7,1,-8,9,-0.3,-4
Cc1ccc(Cc2c(-c3cccc(Cl)c3)nc3c4ccccc4ccn23)cc1,.,111,2.0,4,-5,-6,.,-5,1.9,-4
CCOc1ccc(N2C(=O)C3ON(C)C(c4ccc([N+](=O)[O-])cc4)C3C2=O)cc1 (stereo unspecified),17,94,-0.3,2,1,8,-17,-1,1.2,2
CCN(CC)c1ccc(/C=N/NC(=O)CC(C)C)cc1,5,108,0.3,2,4,-9,1,-8,0.0,0
Cc1cc(C)n(-c2cc(N3CCN(C(=O)c4ccc(C(C)(C)C)cc4)CC3)ccc2[N+](=O)[O-])n1,3,95,0.0,4,.,0,-5,-12,-2.4,-2
Cc1cc(C(=O)Nc2cccnc2)no1,13,100,0.0,4,-6,0,5,1,-0.3,2
COc1ccc(C(C)(C)C)cc1NC(=O)CCc1c(C)noc1C,-1,97,0.1,-3,-13,-2,0,0,-0.3,1
CCCCN(C(=O)CSCC(=O)Nc1cccc(C)c1)c1c(N)n(Cc2ccccc2)c(=O)[nH]c1=O,5,93,-0.2,4,-6,-6,18,-2,-0.1,0
S=C(Nc1ccc(-c2nc3ccccc3[nH]2)cc1)Nc1cccnc1,0,97,-0.1,0,-6,11,0,-12,0.3,-2
COc1ccc(S(=O)(=O)N(CCc2ccccc2)CC(=O)O)cc1C,-6,94,0.0,1,.,-3,.,2,-1.0,1
Cn1cc(/C=N/n2cnc3sc4c(c3c2=O)CCCC4)c2ccccc21,4,101,0.2,4,-4,4,4,8,0.7,8
O=C(COC(=O)c1ccco1)NC1CCCCC1,2,120,0.0,1,-5,-2,.,2,-1.1,1
C[N+]1(CCN2C(=O)C3CC=C(Cl)CC3C2=O)CCOCC1 (stereo unspecified),0,97,-0.2,1,-6,4,-9,-3,0.1,2
COc1ccc(-c2nc3cnccn3c2NCc2ccccc2)cc1SC1CCCCC1,-2,117,0.5,-5,.,-6,-1,-4,-0.3,-5
O=C(COc1ccc(Cl)cc1)Nc1nnc(-c2ccco2)o1,-8,106,-0.3,-3,-6,-9,-8,0,-0.7,2
COc1ccc2oc(=O)c(N3C(=O)c4ccccc4C3=O)cc2c1,3,94,-0.1,-3,-6,-2,2,-4,-0.1,0
COc1ccc(COC(=O)N/N=C(\C)CC(=O)NCc2ccc(Cl)cc2)cc1,14,97,0.2,-4,-3,2,2,-6,0.9,-1
Cc1cc(C)c([N+](=O)[O-])cc1NCC(=O)N1CCN(c2ccccc2)CC1,-4,123,-0.6,-2,0,2,-2,-1,-0.2,2
COC(=O)CC(NC(=O)c1ccco1)c1cccc2ccccc12 (stereo unspecified),0,96,-0.1,0,-5,-1,10,9,2.1,0
CCOc1ccc(NC(=S)NC(=O)Cc2ccccc2)cc1,-2,93,-0.1,-2,-7,-8,28,-6,0.9,-1
CN1CCN(C(=O)CCCN2C(=O)/C(=C/c3ccccc3)SC2=S)CC1,-55,94,0.6,-5,-5,61*,-7,-12,-0.2,6
Cn1c(=O)c2c(ncn2CC(=O)OCC(=O)NC2CCCc3ccccc32)n(C)c1=O (stereo unspecified),1,84,1.6,2,-3,0,8,-2,2.7,-1
Cc1nnsc1-c1nnc(SCC(=O)c2ccc(C#N)cc2)n1C1CC1,0,98,0.1,2,-4,-3,-3,2,0.1,0
CC1=C(C(=O)OCC2CCCO2)C(c2ccc(Cl)c(Cl)c2)NC(=O)N1 (stereo unspecified),-9,91,0.2,3,-3,1,-4,-8,-0.8,2

# Limited to CaV13 FRET inh and Glyco luc inh, for some of the entries so far:
compound	CaV13 FRET inh	Glyco luc inh
COc1ccc(COC(=O)N/N=C(\C)CC(=O)NCc2ccc(Cl)cc2)cc1	-3	-1
Cc1cc(C)c([N+](=O)[O-])cc1NCC(=O)N1CCN(c2ccccc2)CC1	0	2
COC(=O)CC(NC(=O)c1ccco1)c1cccc2ccccc12 (stereo unspecified)	-5	0
CCOc1ccc(NC(=S)NC(=O)Cc2ccccc2)cc1	-7	-1
CN1CCN(C(=O)CCCN2C(=O)/C(=C/c3ccccc3)SC2=S)CC1	-5	6
Cn1c(=O)c2c(ncn2CC(=O)OCC(=O)NC2CCCc3ccccc32)n(C)c1=O (stereo unspecified)	-3	-1
Cc1nnsc1-c1nnc(SCC(=O)c2ccc(C#N)cc2)n1C1CC1	-4	0
